Assay outcomes from PubChem BioAssay.
GPR151 activ = activators of human GPR151 | PathHunter beta-arrestin GPR151 cells, luminescence | activation, % at 11.2 µM | 650,000 tested, 1% active; in the data active = activation above about 4.9%;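 note: 0% = median of compound wells and 100% = cells with positive control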
FBW7 act = activators of human E3 ligase FBW7; Q969H0; AlphaScreen FBW7–phospho-cyclin E peptide binding, activator screen; normalized activity (activation), % at 26.1 µM; 650,000 tested, 0.13% active; in the data active = normalized activity above about 1.9%;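 note: purified mutant Fbw7 with reduced substrate affinity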
Target sequence (Q969H0 whole entry, looked up): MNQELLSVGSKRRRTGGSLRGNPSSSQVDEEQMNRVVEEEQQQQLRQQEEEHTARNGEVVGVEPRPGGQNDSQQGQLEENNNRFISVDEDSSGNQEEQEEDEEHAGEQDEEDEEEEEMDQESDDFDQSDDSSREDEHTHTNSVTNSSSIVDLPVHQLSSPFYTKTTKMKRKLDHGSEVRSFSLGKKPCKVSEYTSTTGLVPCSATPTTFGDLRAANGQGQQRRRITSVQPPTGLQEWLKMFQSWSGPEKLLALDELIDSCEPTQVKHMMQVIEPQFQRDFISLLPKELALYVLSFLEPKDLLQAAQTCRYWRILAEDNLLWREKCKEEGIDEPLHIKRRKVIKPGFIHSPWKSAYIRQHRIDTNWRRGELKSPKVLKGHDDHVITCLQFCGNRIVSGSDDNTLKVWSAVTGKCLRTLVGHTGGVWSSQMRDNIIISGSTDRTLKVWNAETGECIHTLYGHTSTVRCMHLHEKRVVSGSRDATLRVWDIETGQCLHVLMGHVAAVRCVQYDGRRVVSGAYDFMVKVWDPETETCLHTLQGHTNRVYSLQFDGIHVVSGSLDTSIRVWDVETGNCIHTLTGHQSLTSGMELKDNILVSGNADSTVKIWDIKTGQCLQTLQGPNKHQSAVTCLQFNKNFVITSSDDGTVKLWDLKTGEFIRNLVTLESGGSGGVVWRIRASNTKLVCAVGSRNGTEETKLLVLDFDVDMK
TEAD-YAP block = TEAD-YAP interaction inhibition; HEK-TIYL cells, TEAD-Gal4/YAP UAS-luciferase luminescence; inhibition, % at 9.12 µM; 640,000 tested, 1.4% active; AID 1259422; in the data active = inhibition above about 32%;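 note: 0% = median of test compound wells and 100% = reference inhibitor wells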
MITF inh = human MITF inhibition, primary screen. O75030. AlphaScreen MITF homodimerization, bead proximity signal. inhibition, % at 2.6 µM. 650,000 tested, 0.91% active; in the data active = inhibition above about 50%;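 note: 0% = vehicle wells with protein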
* marks the source's active call; other numbers are inactive results; · = not tested or not shown; & = joins results of further samples.

Order of values: GPR151 activ	FBW7 act	TEAD-YAP block	MITF inh
1. O=S(=O)(NCC(c1ccco1)N1CCc2ccccc21)c1cccs1 (centres undefined)
    -1.3	-0.1	6	5
2. O=C(COc1ccc(Br)cc1Br)NNC(=O)C1COc2ccccc2O1 (centres undefined)
    0.1	0.0	9	3
3. CC(=O)c1ccc(NC(=O)CCCSc2ccccc2)cc1
    0.5	0.1	-16	6
4. COc1ccc(C)cc1NC(=O)C12CCC(C)(C(=O)C1)C2(C)C (centres undefined)
    -0.5	0.3	10	13
5. COC(=O)c1ccccc1NC(=O)CN(c1ccccc1OC)S(=O)(=O)c1ccc(C)cc1
    0.7	0.0	3	10
6. CCC(C)n1c(-c2ccccc2F)n[nH]c1=S (centres undefined)
    -1.3	-0.3	2	-11
7. Cc1ccc(/C=C/C(=O)NCCCN2CCOCC2)cc1
    -1.3	0.1	-9	6
8. CC(C)n1cnc2c(NC3CCN(Cc4ccccc4)CC3)nc(-c3ccc(N4CCN(C)CC4)cc3)nc21
    0.1	-0.2	28	1
9. O=c1c2nccnc2[nH]c(=S)n1CC1CCCO1 (centres undefined)
    1.0	-0.1	2	12
10. COc1cccc(CNC(=O)CN2CCC3(CC2)NC(=O)c2ccccc2O3)c1
    -0.8	-0.1	5	11
11. CCOc1ccc(NC(=O)c2c(O)c3cc(OC)c(OC)cc3[nH]c2=O)cc1
    0.3	0.0	1	-3
12. CC1CCCC(C)N1CC(O)COc1ccc(OCC(O)CN2C(C)CCCC2C)cc1 (centres undefined)
    -2.0	0.2	-1	13
13. Cc1csc(NC(=O)CSc2nc3c(C)cccc3cc2C#N)n1
    -1.0	0.0	5	8
14. CC(C)(C)c1ccc(/C=C/c2nc3cc(Cl)ccc3c(=O)n2-c2ccc(F)cc2)cc1
    -0.9	-0.1	-2	-6
15. CN1C(=O)CC(CC(=O)N(C)C(C2CC2)C2CC2)(c2ccccc2Cl)C1=O (centres undefined)
    1.7	-0.1	-45	2
16. Cc1c(Cl)cccc1NC(=O)CSc1nc2c(=O)n(C)c(=O)n(C)c2n1C
    -0.6	0.0	1	19
17. N#CC(c1ccccc1O)N1N=C(c2ccccc2)CC1c1ccccc1 (centres undefined)
    -1.1	0.4	-26	19
18. O=C(Nc1ccc(-c2cn[nH]c2)cc1)N[C@H](Cc1ccccc1)C(=O)O
    -1.1	0.3	5	35
19. CCOC(=O)N1CCN(C(=O)CCCN2C(=O)c3cccc4cccc(c34)C2=O)CC1
    0.1	0.7	13	-5
20. CCOC(=O)c1c(CSc2ccccc2)n(-c2ccccc2)c2cc(Br)c(O)cc12
    -1.4	0.0	1	6
21. COc1cc(C2C3C(=O)N(c4ccccc4C(F)(F)F)C(=O)C3ON2c2ccccc2)ccc1O (centres undefined)
    -0.5	0.0	-4	5
22. CCNS(=O)(=O)c1ccc(NC(=O)c2ccc(-c3ccccc3)cc2)cc1
    0.7	0.8	6	24
23. Cc1nc(NCc2ccoc2)sc1-c1ccn(Cc2ccc(F)cc2)n1
    0.9	-0.1	-6	-3
24. CC1CCCC(NC(=O)COC(=O)c2cc(O)c3ccccc3c2O)C1C (centres undefined)
    0.9	0.2	-6	14
25. N#C/C(=C\c1cc2c(cc1Cl)OCO2)c1ccc(C#N)cc1
    -2.0	-0.1	-9	2
26. Cn1c(Nc2cc(NCCN3CCOCC3)nc(N)n2)nc2ccccc21
    2.4	-0.1	-13	9
27. O=C(NCc1ccc(F)cc1)C(Sc1ccccc1)c1ccccc1 (centres undefined)
    2.1	0.1	-3	-6
28. CSc1cccc(NC(=O)CSc2nc3c(c(=O)[nH]2)CCC3)c1
    0.2	0.0	7	6
29. O=C(Nc1nnc(CC2CCCC2)s1)c1ccc([N+](=O)[O-])cc1
    0.2	0.0	1	-8
30. Cc1ccc(NC(=O)CCN2CC(C)CC(C)C2)cc1 (centres undefined)
    -0.8	1.3	-11	23
31. COC(=O)C1=C(O)CSC1=Nc1ccc(Cl)c(Cl)c1
    -0.2	-0.2	1	-1
32. CCCOc1ccc(-c2csc(NC(=O)CCC)n2)cc1
    -1.3	-0.3	4	-3
33. CCC(C)(C)NC(=O)Cn1nc(-c2ccncc2)oc1=O
    -0.3	0.1	0	2
34. CN(C)C(=O)c1ccc(N2CCC(NC3CCCc4ccccc43)CC2)cc1 (centres undefined)
    -0.8	-0.1	-15	-4
35. Cc1c(C(=O)N/N=C\c2ccc(OCC(N)=O)cc2)nnn1-c1nonc1N
    1.2	0.1	1	-2
36. CCOc1ccc(C(=O)Nc2cccc(-c3nc4ccc(C)cc4o3)c2)cc1Cl
    -1.5	0.2	6	8
37. CC1(C)CC(C(CCN)Cc2ccccc2)CCO1 (centres undefined)
    0.7	0.1	2	-1
38. Cc1nnc2n1NC(c1ccc(Cl)cc1)C(C(=O)N1CCCCC1)S2 (centres undefined)
    -0.7	0.2	-5	16
39. N#Cc1cc2c(nc1SCc1ccc([N+](=O)[O-])cc1)CCCCC2
    6.1*	0.0	2	-1
40. NC(=O)c1c(SCCO)cc([N+](=O)[O-])cc1[N+](=O)[O-]
    -0.9	0.4	11	10

Part of the list above, in transposed form:
24) CC1CCCC(NC(=O)COC(=O)c2cc(O)c3ccccc3c2O)C1C (centres undefined)
25) N#C/C(=C\c1cc2c(cc1Cl)OCO2)c1ccc(C#N)cc1
26) Cn1c(Nc2cc(NCCN3CCOCC3)nc(N)n2)nc2ccccc21
27) O=C(NCc1ccc(F)cc1)C(Sc1ccccc1)c1ccccc1 (centres undefined)
28) CSc1cccc(NC(=O)CSc2nc3c(c(=O)[nH]2)CCC3)c1
29) O=C(Nc1nnc(CC2CCCC2)s1)c1ccc([N+](=O)[O-])cc1
assay / entry	24	25	26	27	28	29
GPR151 activ	0.9	-2.0	2.4	2.1	0.2	0.2
FBW7 act	0.2	-0.1	-0.1	0.1	0.0	0.0
TEAD-YAP block	-6	-9	-13	-3	7	1
MITF inh	14	2	9	-6	6	-8

Going on with the list:
| item | canonical_smiles | GPR151 activ | FBW7 act | TEAD-YAP block | MITF inh |
| --- | --- | --- | --- | --- | --- |
| 41 | COc1ccc(/C=C2\N=C(c3cc(C)ccc3[N+](=O)[O-])OC2=O)cc1OC | -0.1 | 0.3 | 5 | 18 |
| 42 | COc1cc2nc(CN3CCOCC3)nc(N)c2cc1OC | 0.1 | -0.8 | 8 | 31 |
| 43 | O=C1Nc2c(c(=O)[nH]c(=S)n2Cc2ccccc2)C(C(F)(F)F)(C(F)(F)F)N1 | -1.3 | 0.8 | 9 | 11 |
| 44 | COc1ccc(-c2nnc(NC(=O)Cc3ccccc3)o2)c(OC)c1 | -0.2 | -0.1 | -3 | 3 |
| 45 | Cc1noc(C)c1CSc1nnc2cc(C)c3ccccc3n12 | 0.8 | 0.4 | 2 | 15 |
| 46 | CCSCCOC(=O)C1=C(C)NC2=C(C(=O)CC(c3ccccc3)C2)C1c1ccc(F)cc1 (centres undefined) | 1.2 | 0.2 | 20 | -11 |
| 47 | COCCOC(=O)C1=C(C)NC2=C(C(=O)CC(c3ccccc3)C2)C1c1ccc(O)cc1 (centres undefined) | 0.4&-0.9 | 0.0&0.2 | 2&13 | -10&5 |
| 48 | COc1cc2c(cc1OC)C(c1ccc(F)cc1)NCC2 (centres undefined) | 0.5 | -0.1 | 4 | 9 |
| 49 | COc1cccc(C(=O)NC2=NCCS2)c1 | -1.4 | -0.1 | -32 | 4 |
| 50 | NC1=NC(=O)C(Cc2cccc(Cl)c2Cl)S1 (centres undefined) | 1.7 | 0.0 | -2 | 3 |
| 51 | O=C(NC1CC1)c1cccc(-c2ccc(N3CCOCC3)nc2)c1 | -1.8 | -0.1 | -40 | 3 |
| 52 | CCC(=O)Nc1ccc(-c2nc3ccc(Br)cc3c(=O)o2)cc1 | 0.7 | 0.0 | -4 | -10 |
| 53 | CC(C)n1cnc2c(Nc3ccc(N4CCOCC4)cc3)nc(NCCN3CCOCC3)nc21 | -1.2 | 0.1 | 25 | 17 |
| 54 | Cn1cc(Br)c(C(=O)NC(=S)Nc2ccc(S(N)(=O)=O)cc2)n1 | 0.0 | -0.3 | -6 | -2 |
| 55 | CC(C)(C)C1CCC(OC(=O)CCC(=O)Nc2nc3ccccc3s2)CC1 (centres undefined) | 1.0 | 0.1 | 12 | 3 |
| 56 | CCOc1cccc(C2CC(c3ccc(C)cc3)=NC(C(C)C)N2)c1O (centres undefined) | 1.2 | -0.1 | -13 | 11 |
| 57 | c1nc2nc(NCc3ccc4c(c3)OCO4)nc(NCCN3CCOCC3)c2[nH]1 | -1.4 | 0.1 | 3 | -1 |
| 58 | COc1ccc(C(=O)NC2CC(C)(C)NC(C)(C)C2)cc1[N+](=O)[O-] | -1.0 | 0.0 | 4 | 12 |
| 59 | CCCC[C@H](C)C[C@H](O)/C=C/[C@H]1[C@H](O)CC(=O)[C@@H]1CCCCC(CC(=O)O)OC (some centres undefined) | -1.6 | · | · | 16 |
| 60 | CCc1ccccc1NC(=S)Nc1nc2ccc(F)cc2s1 | 5.5* | 0.0 | 46* | -3 |
| 61 | NC(=O)C1CCN(C(=O)c2ccccc2NC(=O)c2ccccc2Br)CC1 | -0.3 | 0.0 | 0 | 7 |
| 62 | NC(=S)N/N=C(\Cc1ccccc1)C(F)(F)F | 1.4 | -0.1 | 3 | -2 |
| 63 | CC1CCc2sc(NC(=O)c3ccc(S(=O)(=O)N(CCC#N)CCC#N)cc3)c(C(N)=O)c2C1 (centres undefined) | -1.6 | 0.4 | -1 | -9 |
| 64 | O=C1OC(c2ccc(Cl)cc2)=N/C1=C/c1ccc(C(=O)O)cc1 | 0.5 | 0.0 | 1 | -6 |
| 65 | COc1ccc2c(c1)sc1ncc(C(=O)NC3CCCCNC3=O)c(=O)n12 (centres undefined) | -0.4 | 0.9 | -2 | 9 |
| 66 | CCc1cc(C(=O)OC)c(NC(=S)NNC(=O)Cc2ccccc2[N+](=O)[O-])s1 | -0.6 | 0.9 | 1 | 20 |
| 67 | Cc1ccccc1NC(=O)c1c(C)nc(SCC(=O)Nc2nccs2)c(C#N)c1-c1ccc(Cl)cc1 | -1.1 | 0.1 | -3 | 6 |
| 68 | COc1cc(Nc2nc(SCc3cccc([N+](=O)[O-])c3)nc3ccccc23)cc(OC)c1 | 1.9 | 0.3 | 9 | 15 |
| 69 | CC(C)CNC(=O)c1ccc(N(C)S(=O)(=O)c2ccc(Cl)cc2)cc1 | -1.1 | 0.5 | 6 | 14 |
| 70 | Cc1ccc(S(=O)(=O)Cc2ccc(C(=O)N3CCCC3)o2)cc1 | -0.3 | 0.1 | 2 | 8 |
| 71 | O=C1CC(C(=O)Nc2ccc(C(=O)Nc3ccccc3[N+](=O)[O-])cc2)C2(CCCCC2)O1 (centres undefined) | 1.4 | -0.1 | 1 | -1 |
| 72 | CCOC(=O)c1ccc(CNC(=O)c2n[nH]c(=O)c3ccccc23)o1 | 2.0 | -0.1 | -3 | -4 |
| 73 | COCCN1C(=O)c2ccccc2C(C(=O)Nc2ccccn2)C1c1ccc(F)cc1 (centres undefined) | 0.0 | 0.8 | 5 | 9 |
| 74 | CCOc1ccc(-n2c(SCC(=O)NCc3ccccc3)nc3c(sc(=S)n3-c3ccccc3C)c2=O)cc1 | -2.0 | 0.0 | 0 | -1 |
| 75 | CN(Cc1ccc2c(c1)CN(C(=O)C1CC13CCCC3)CCO2)Cc1cc(C2CC2)n[nH]1 (centres undefined) | -0.8 | 0.0 | -4 | 6 |
| 76 | O=C(NCc1ccccc1)c1cc2nc(-c3ccc(Br)cc3)cc(C(F)(F)F)n2n1 | -1.4 | -0.1 | 1 | 9 |
| 77 | COc1ccc(/C=N/Nc2nc3c(c(=O)[nH]c(=O)n3C)n2Cc2ccccc2)cc1 | 0.2 | -0.1 | 4 | 3 |
| 78 | CSc1ccc(NC(=O)Nc2cccn(Cc3ccccc3F)c2=O)cc1 | 2.7 | 0.1 | -20 | 5 |
| 79 | CC1CC(C)CN(CCCNS(=O)(=O)c2cccc3nonc23)C1 (centres undefined) | 0.5 | 0.4 | -9 | 21 |
| 80 | Cc1ccccc1/C(N)=N/OC(=O)c1ccc(C)c([N+](=O)[O-])c1 | 2.0 | -0.1 | 6 | 4 |
| 81 | O=C(NCc1ccccc1)C(=O)NCc1ccco1 | -0.4 | 0.0 | -11 | -5 |
| 82 | CCOC(=O)N1CCC(NC(=O)C2CC23CCN(Cc2cc4ccccc4[nH]2)CC3)CC1 (centres undefined) | 0.3 | 0.1 | 10 | 2 |
| 83 | Cc1c(Cl)cccc1NC(=O)Cn1c(=O)oc2cc(S(=O)(=O)N3CCCC3)ccc21 | -1.0 | 0.0 | 8 | 8 |
| 84 | CCCc1nc(N2CCCC2)c(C#N)c2c1CCCC2 | 0.7 | 0.3 | 6 | 9 |
| 85 | O=c1c2cn[nH]c2nc(SCc2c(F)cccc2F)n1-c1cccc(C(F)(F)F)c1 | -0.9 | 0.0 | -8 | -5 |
| 86 | CCOC(=O)C1CCCN(C(=O)c2c(-c3ccccc3Cl)noc2C)C1 (centres undefined) | -0.3 | -0.1 | 3 | -2 |
| 87 | Cn1c(N)c(C(=O)CSc2n[nH]c(N)n2)c(=O)n(C)c1=O | -1.0 | -0.1 | -8 | -2 |
| 88 | CN(C)C(CNC(=O)c1cccs1)c1ccco1 (centres undefined) | 0.0 | 0.4 | 3 | 5 |

Look-ups from the list.
MITF inh result of #78 reads 5
FBW7 act result of #23 reads -0.1
FBW7 act result of #22 reads 0.8
TEAD-YAP block result of #37 reads 2
TEAD-YAP block result of #65 reads -2
TEAD-YAP block result of #29 reads 1
FBW7 act result of #56 reads -0.1
